MsrA inhibitor: inhibitors of bovine MsrA | actives 0.75% (n = 360,000) | AID 651718 | purified bovine MsrA, absorbance read-out | inhibition, % at 15.5 µM; in the data active = inhibition above about 4.5%;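 also: 0% = vehicle wells with enzyme and 100% = reference inhibitor wells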
Rin1 Abl inh: human Rin1-Abl interaction inhibition; P00519+Q13671; TR-FRET Rin1/Abl binding, biochemical; inhibition, % at 7.35 µM; actives 0.4% (n = 360,000); AID 588664; in the data active = inhibition above about 5%, passing the limit was not always enough
FAS-TE inh: blocks the thioesterase domain of human fatty acid synthase; recombinant FAS-TE, OMFH fluorogenic substrate, fluorescence endpoint; actives 0.67% (n = 360,000); inhibition, % at 15 µM;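 active = compounds whose normalised, plate-corrected inhibition of enzyme fluorescence in the single-dose primary screen is 50% or more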;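 also: 0% = DMSO with enzyme and 100% = substrate without enzyme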
E coli Lon inh: inhibitors of E. coli Lon protease; P0A9M0; purified E. coli Lon protease, fluorescence polarization; inhibition, % at 7.94 µM; actives 0.42% (n = 360,000); in the data active = inhibition above about 13%, passing the limit was not always enough;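 also: 0% = enzyme with probe and DMSO and 100% = no enzyme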
Target sequence (P0A9M0 whole entry, looked up): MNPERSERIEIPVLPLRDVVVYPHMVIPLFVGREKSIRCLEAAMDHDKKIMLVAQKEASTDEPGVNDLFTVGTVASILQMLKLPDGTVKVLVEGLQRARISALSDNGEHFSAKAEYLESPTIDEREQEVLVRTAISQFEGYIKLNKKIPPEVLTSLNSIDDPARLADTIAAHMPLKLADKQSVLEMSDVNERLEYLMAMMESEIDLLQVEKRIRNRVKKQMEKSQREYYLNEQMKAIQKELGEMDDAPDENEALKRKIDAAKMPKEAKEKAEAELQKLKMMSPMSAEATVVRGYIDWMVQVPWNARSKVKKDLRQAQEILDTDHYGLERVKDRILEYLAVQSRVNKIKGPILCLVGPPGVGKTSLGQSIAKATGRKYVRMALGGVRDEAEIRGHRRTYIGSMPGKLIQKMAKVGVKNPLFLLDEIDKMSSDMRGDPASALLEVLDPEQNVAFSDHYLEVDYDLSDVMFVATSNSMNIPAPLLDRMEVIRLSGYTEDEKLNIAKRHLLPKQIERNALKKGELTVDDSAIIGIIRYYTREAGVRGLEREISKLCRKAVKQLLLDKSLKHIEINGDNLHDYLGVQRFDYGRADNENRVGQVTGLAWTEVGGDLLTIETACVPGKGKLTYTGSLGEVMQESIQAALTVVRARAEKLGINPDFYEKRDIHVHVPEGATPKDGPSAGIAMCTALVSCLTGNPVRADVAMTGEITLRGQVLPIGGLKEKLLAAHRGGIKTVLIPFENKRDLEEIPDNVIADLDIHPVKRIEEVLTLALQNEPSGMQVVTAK
MT1-MMP act inh: MT1-MMP (human) activation inhibition; HT1080 RFP-PRO-GFP cells, GFP/RFP ratio fluorescence, overnight; percent of plate control window, DMSO zero; GFP/RFP ratio change, % at 20 µM; actives 0.061% (n = 360,000);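 active = GFP/RFP ratio change of at least 30% with cell ATP level not reduced by more than half and red fluorescence within 50% of control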; also: strong numbers were not always called active
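Assay system: RFP-PRO-GFP reporter HT1080 cells; read-out basis: GFP/RFP fluorescence ratio; benchmarks: DMSO wells and RFP-L50D-GFP cells; doses: 20 µM single dose, 1% DMSO; schedule: overnight cell settling, then overnight compound exposure, 37 °C, 5% CO2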
bovine MsrA act: bovine methionine sulfoxide reductase A activation; purified bovine MsrA, absorbance read-out; activation, % at 10.6 µM; actives 0.3% (n = 360,000); AID 602163; in the data active = activation above about 7.5%;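 also: 0% = vehicle and 100% = reference activator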
CendR NRP1 mod: modulators of CendR peptide binding to human neuropilin-1. actives 0.85% (n = 360,000). AID 602438. FAM-RPARPAR peptide binding to NRP-1, fluorescence polarization. O14786. inhibition, % at 25 µM;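 active = inhibition or corrected inhibition above about 18%, plus a signal ratio from 0.5 to 1.5, limit read from the data, passing the limit was not always enough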; also: strong numbers were not always called active
Neddylation inh: inhibitors of human cullin neddylation; calls only at 25 µM; actives 0.58% (n = 360,000); TR-FRET cullin neddylation, biochemical; P61081+Q13564; in the data active = inhibition above about 36%
SKN-1 block: blocks SKN-1 activity in C. elegans. C. elegans VP596 Pgst-4::GFP/RFP ratio, acrylamide-induced, 24 h. inhibition, % at 21.8 µM. actives 0.49% (n = 360,000);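 active = interference check ratio from 0.5 to 1.5 plus GFP to RFP signal ratio inhibition reaching or exceeding a fixed threshold, cut at about 30% in these data, passing the limit was not always enough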; also: some compounds called inactive have numbers as strong as hits
The depositor's hits bear a star; i = inactive; x = no result given.

| canonical_smiles | MsrA inhibitor | Rin1 Abl inh | FAS-TE inh | E coli Lon inh | MT1-MMP act inh | bovine MsrA act | CendR NRP1 mod | Neddylation inh | SKN-1 block |
| --- | --- | --- | --- | --- | --- | --- | --- | --- | --- |
| CCC(CC)C(=O)Nc1cc(C)c2c(=O)oc3ccccc3c2n1 | 0.0 | 0 | 14 | -1 | -10 | -2 | -10 | i | 15 |
| Cc1ccc(Cn2ccc(NC(=O)c3c(-c4ccccc4Cl)noc3C)n2)cc1 | 0.4 | 1 | 6 | -6 | 1 | 0 | -2 | i | -9 |
| COc1ccc(N2CCN(CC(=O)Nc3ncc(C)s3)CC2)cc1 | 1.1 | 5 | 4 | 1 | 4 | -6 | -1 | i | -7 |
| Cc1c(CN2CCC(CO)(CCOc3ccccc3)CC2)[nH]c2c(Cl)cccc12 | -0.1 | -2 | 24 | 3 | -7 | -6 | 11 | i | 10 |
| Cc1cc(C)cc(C(=O)N2CCN(Cc3ccc4c(c3)OCO4)CC2)c1 | 0.7 | 3 | -3 | 7 | -1 | -6 | -2 | i | -4 |
| CNc1nc(NCCOc2ccccc2Cl)c2sccc2n1 | 0.2 | -3 | -2 | -9 | 2 | 1 | -6 | i | 21 |
| Cc1ccc(/C=C2\SC(=S)N(CCC(=O)NNC(=O)c3ccc(O)cc3)C2=O)cc1 | 1.5 | 0 | 7 | -9 | 0 | -4 | -20 | i | -4 |
| COc1cc(CNn2nnnc2N)ccc1OCc1c(Cl)cccc1Cl | -0.7 | -6 | -4 | 4 | 6 | -2 | -1 | i | -1 |
| NC(=S)NC(c1ccccc1)c1ccncc1 (stereo not drawn) | 0.5 | 1 | -4 | 3 | 1 | -6 | -1 | i | -6 |
| CC(=O)Nc1cccc(OC(=O)c2ccoc2C)c1 | -0.9 | 0 | -5 | -11 | -2 | 5 | -8 | i | 8 |
| Cc1ccc(-n2c(C)cc(/C=N/NC(=O)c3ccncc3)c2C)cc1 | 3.0 | 2 | -5 | -3 | 2 | -3 | 6 | i | 5 |
| O=C(NCc1ccco1)c1cc(NS(=O)(=O)c2cccc([N+](=O)[O-])c2)ccc1O | 1.6 | 0 | 4 | -1 | 2 | -3 | -6 | i | 4 |
| CS(=O)(=O)N(Cc1ccccc1)c1ccc(C(=O)N2CCc3ccccc3C2)cc1 | 1.4 | 0 | 2 | -2 | -8 | -1 | 0 | i | 0 |
| CC(C)(C(=O)c1ccccc1)/[N+]([O-])=C/c1ccc(Br)cc1 | x | -1 | 3 | 5 | 3 | -1 | -7 | i | 11 |
| CO/N=C(/CS(=O)(=O)c1ccc(Br)cc1)c1ccc(OC)cc1 | 0.6 | 5 | 11 | -8 | 4 | -3 | -3 | i | 3 |
| COc1ccc(CCNC(=O)C2CC(=O)N(c3ccc(C)cc3)C2)cc1OC (stereo not drawn) | 0.7 | -1 | -5 | 1 | 1 | -9 | 1 | i | 20 |
| CC(=O)Nc1ccc(S(=O)(=O)N(C)CC(=O)OCC(=O)N2CCCCCC2)cc1 | -0.5 | -1 | -2 | 2 | -1 | -2 | -1 | i | 3 |
| O=C(c1cncc(Br)c1)N1CCN(S(=O)(=O)c2ccccc2C(F)(F)F)CC1 | -0.5 | 1 | -1 | -10 | -3 | -1 | 9 | i | -8 |
| O=C(c1c(F)cccc1F)N1CCN(c2ncccn2)CC1 | -0.4 | 2 | -8 | 2 | 5 | -1 | 6 | i | 1 |
| CC(=O)Oc1cc2c(cc1OC(C)=O)C(=O)CCCC2 | 0.4 | -3 | -6 | -8 | 1 | -1 | 7 | i | 3 |
| COc1ccc(/C=N/n2c(C)nc3sc(C)c(C)c3c2=O)cc1OC | 0.3 | 1 | 0 | 12 | 3 | -1 | -19 | i | 2 |
| CO[C@H]1CN(C)C(=O)c2ccc(NC(=O)C3CCC3)cc2OC[C@H](C)N(CC2CCCCC2)C[C@@H]1C | -0.2 | x | x | x | -2 | x | 1 | i | 3 |
| CCOC(=O)COc1c(C=O)cc(Br)cc1OC | -1.1 | -1 | 2 | -14 | 1 | 0 | -5 | i | 6 |
| COc1cccc(C(=O)NCCCNC(=O)c2cccc(OC)c2)c1 | 1.1 | -2 | -3 | -6 | 2 | -2 | 23 | i | -11 |
| Cc1ccc(S(=O)(=O)N(C)Cc2ccc(C(=O)N/N=C3\CCCC(=O)C3)cc2)cc1 | 0.2 | -1 | -8 | 14 | -2 | -3 | -10 | i | 0 |

Quoted at random: four records from the list, in no set order.
| canonical_smiles | MsrA inhibitor | Rin1 Abl inh | FAS-TE inh | E coli Lon inh | MT1-MMP act inh | bovine MsrA act | CendR NRP1 mod | Neddylation inh | SKN-1 block |
| --- | --- | --- | --- | --- | --- | --- | --- | --- | --- |
| CNc1nc(NCCOc2ccccc2Cl)c2sccc2n1 | 0.2 | -3 | -2 | -9 | 2 | 1 | -6 | i | 21 |
| CCC(CC)C(=O)Nc1cc(C)c2c(=O)oc3ccccc3c2n1 | 0.0 | 0 | 14 | -1 | -10 | -2 | -10 | i | 15 |
| COc1ccc(/C=N/n2c(C)nc3sc(C)c(C)c3c2=O)cc1OC | 0.3 | 1 | 0 | 12 | 3 | -1 | -19 | i | 2 |
| Cc1cc(C)cc(C(=O)N2CCN(Cc3ccc4c(c3)OCO4)CC2)c1 | 0.7 | 3 | -3 | 7 | -1 | -6 | -2 | i | -4 |

Next entries follow:
| canonical_smiles | MsrA inhibitor | Rin1 Abl inh | FAS-TE inh | E coli Lon inh | MT1-MMP act inh | bovine MsrA act | CendR NRP1 mod | Neddylation inh | SKN-1 block |
| --- | --- | --- | --- | --- | --- | --- | --- | --- | --- |
| CC(=O)Nc1ccc(-c2noc(-c3csc([C@@H]4C[C@H](O)[C@@H](CO)O4)n3)n2)cc1 | 1.0 | 0 | -4 | -14 | -1 | 0 | -5 | i | 11 |
| COc1ccc(CNc2ncccc2[N+](=O)[O-])cc1 | -0.1 | -3 | 7 | -2 | -3 | -2 | -3 | i | 9 |
| CC(=O)Nc1c(Br)cc2c(c1Br)C(=O)c1ccccc1-2 | 1.1 | -5 | -6 | -10 | -1 | -3 | 7 | i | 2 |
| Cc1ccc(-c2nc(-c3cccnc3)sc2CC(=O)Nc2ccc(C)c(Cl)c2)cc1 | 2.3 | -1 | 14 | -28 | -8 | 0 | -10 | i | 21 |
| CN(Cc1c(C(=O)N/N=C/c2cccc(Cl)c2)nnn1-c1nonc1N)c1ccccc1 | 0.6 | 4 | 35 | 4 | 4 | -7 | 8 | i | 4 |
| COc1ccc2c(c1)OC[C@H]1[C@H]2N2C(=O)c3cc(F)ccc3NC(=O)[C@@]2(C)[C@H]1c1ccccc1 | 0.9 | 0 | 74* | 6 | -11 | -3 | -12 | i | 30 |
| Cc1ccc2nc(-c3cc(N)cc(N)c3)oc2c1 | 0.7 | -2 | -2 | -5 | 2 | 0 | -10 | i | -14 |
| CC(C)C1C(C#N)=C(N)Oc2n[nH]c(-c3ccccc3)c21 (stereo not drawn) | 0.3 | 0 | 19 | 5 | 0 | 0 | 17 | i | -10 |
| COc1cccc(-n2cnnc2SCC(=O)NC2CC2)c1 | 0.7 | 2 | -6 | -1 | 0 | -2 | -1 | i | 14 |
| CC(=O)c1cccc(NC(=O)CSCc2ccccc2)c1 | 0.8 | -4 | -2 | -1 | -2 | -9 | 8 | i | 1 |
| COc1ccc(N2C(=O)C(F)(F)C2c2ccccc2F)cc1 (stereo not drawn) | -0.5 | 4 | 19 | -6 | 1 | -3 | 8 | i | -6 |
| CCOC(=O)CSc1c(-c2ccc(Cl)cc2)[nH]c2ccccc12 | -0.5 | 0 | 33 | 2 | -4 | -3 | -1 | i | -2 |
| CC1CCCCN1C(=S)NC(=O)c1ccccc1 (stereo not drawn) | 0.1 | 3 | -6 | 4 | 2 | -2 | 2 | i | 2 |
| CC(C)=C1C(=O)NN(c2ccc(F)c(Cl)c2)C1=O | -0.5 | 1 | -8 | -8 | -4 | -4 | -4 | i | 12 |
| O=C(O)CCNC(=O)OCC1c2ccccc2-c2ccccc21 | 0.0 | 1 | 2 | 6 | 0 | -3 | -4 | i | -18 |
| COc1ccccc1/C=C/C=N/NC(=O)c1cccs1 | 5.8* | -2 | 4 | 8 | 2 | -4 | 3 | i | 32 |
| O=c1c2ccccc2nnn1CSc1nnc(C2COc3ccccc3O2)n1-c1ccccc1 (stereo not drawn) | 1.3 | -2 | 7 | -1 | -4 | 0 | 6 | i | -5 |
| CN1CCN(C(=O)Nc2ccccc2CC[N+](=O)[O-])CC1 | 0.6 | 6 | -4 | -7 | -6 | -6 | 6 | i | 2 |
| CCOC(=O)Nc1nc(-c2ccccc2)c(C(=O)c2ccc(Cl)cc2)s1 | 0.9 | 2 | 15 | 5 | 10 | -1 | -5 | i | -2 |
| Nc1cc(=O)[nH]c(SCC(=O)Nc2ccc(Br)cc2)n1 | -0.6 | -2 | -2 | 3 | 4 | 0 | 8 | i | -3 |
| CCOc1ccc(NC(=O)COC(=O)CC2CCCCC2)cc1 | 2.0 | 5 | 10 | 9 | 6 | -5 | 1 | i | 1 |
| COc1ccc(N(CC(=O)NC2CCCCC2)S(=O)(=O)c2cccs2)cc1 | -1.1 | 4 | -6 | -10 | -2 | -3 | -4 | i | 9 |
| O=C(NCc1ccccc1)C1C(c2ccc3c(c2)OCO3)=Nc2ccccc2N1C(=O)c1ccco1 (stereo not drawn) | 2.5 | x | x | x | -1 | x | 4 | i | 4 |
| O=C(Cc1ccc(F)cc1)N(c1ccc(F)cc1)C1C=CS(=O)(=O)C1 (stereo not drawn) | -0.7 | 2 | -5 | -5 | 6 | 4 | -5 | i | 10 |
| COC(=O)c1ccc(C(=O)OC)c(NC(=O)CSCc2ccc(Br)cc2)c1 | 0.7 | 0 | 33 | -9 | 4 | -1 | -13 | i | -5 |
| COc1cccc(CNC(=O)C(=O)NCCC2CCCCN2S(=O)(=O)c2ccc(C)cc2)c1 (stereo not drawn) | -0.1 | 3 | 13 | 12 | -5 | -5 | 1 | i | 3 |
| COc1ccc(C(O)(CCc2ccccc2)CCN2CCCCC2)cc1 (stereo not drawn) | -1.1 | 3 | -4 | 3 | 0 | -13 | 5 | i | -10 |
| CCc1ccc(S(=O)(=O)Nc2c(C)n(C)n(-c3ccccc3)c2=O)cc1 | 0.1 | 4 | -4 | -7 | 1 | -1 | 1 | i | -25 |
| CCCSc1ccc([C@@H]2[C@H]3C(=O)N(CC)C(=O)[C@H]3[C@]3(C(=O)OC)CCCN23)cc1 | 1.2 | 2 | -8 | 4 | -4 | -5 | 4 | i | -5 |
| c1ccc(N2OCC3Cn4c(nc5ccccc54)C32)cc1 (stereo not drawn) | -0.1 | 1 | -9 | 6 | 2 | -2 | -3 | i | -2 |
| Cc1ccc(NC(=O)CCNS(=O)(=O)c2ccc3c(c2)oc(=O)n3C)cc1 | -0.6 | 0 | -3 | -4 | 5 | -2 | -9 | i | 18 |
| CN(CCc1ccccn1)C(=O)Nc1cccc(Cl)c1 | -1.5 | -1 | -4 | -1 | 6 | 2 | 0 | i | -5 |
| O=C(c1ccco1)N1CCCC(N2CCN(c3cccc(C(F)(F)F)c3)CC2)C1 (stereo not drawn) | -0.7 | 0 | 3 | 7 | 1 | 1 | 7 | i | -6 |
| O=C(CCCC(=O)Nc1cccc(Br)c1)N/N=C/c1cc([N+](=O)[O-])ccc1O | 0.9 | -4 | 54* | 3 | -6 | -4 | -17 | i | -9 |
| COc1ccc(C(=O)NCc2nnc(SC)n2Cc2ccccc2)cc1 | -0.6 | 0 | -3 | 0 | 0 | -9 | 5 | i | 0 |
| COc1ccc(C)cc1NC(=O)CSc1nc2scc(C)c2c(=O)[nH]1 | -0.1 | 1 | 0 | 0 | 5 | -5 | 6 | i | -7 |
| N#Cc1c(N)nc2c(c1-c1ccccc1)CCCC2 | 1.1 | -1 | -5 | -4 | -4 | 1 | -9 | i | 10 |
| O=S(=O)(c1ccc(NC(=S)N2CCN(c3ccc(O)cc3)CC2)cc1)N1CCOCC1 | -0.5 | 6 | -4 | -13 | 0 | -3 | -3 | i | 9 |
| COC(=O)c1ccc(Cl)c(NC(=O)Cc2ccccc2[N+](=O)[O-])c1 | -1.3 | 1 | -10 | 8 | 0 | 1 | -9 | i | 6 |
